Compound activity: PubChem BioAssay, Broad Institute
MITF TRPM1 HTS = increases MITF-driven TRPM1 promoter luciferase signal; AID 588334; activation, % at 12.5 µM; actives 0.75% (n = 300,000); SK-MEL-5 TRPM1-promoter luciferase, 24 h; % of positive control, neutral wells = 0;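 active = mean activation of at least 80% with every replicate also reaching 80%; inconclusive = mean reaches 80% but some replicate falls short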;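 note: 0% = neutral control wells and 100% = parthenolide positive control wells; values of inactives mirror those of a sister screen read the other way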
CAL PDZ FP-1 = blocks peptide binding to human CAL PDZ domain; purified CAL PDZ, TMR-peptide fluorescence polarization, 1 h; inhibition, % at 20 µM; actives 0.02% (n = 330,000); AID 504414;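 active = highest replicate inhibition of at least 40%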;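 note: plate controls were DMSO neutral control wells for no effect and unlabeled competitor peptide control wells for full effect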
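Material – purified CerCALP PDZ construct · Detection – FP readout, S and P plane fluorescence · Measure – percent inhibition from loss of millipolarization · Controls – unlabelled peptide for full inhibition, DMSO wells as neutral · Probe or stimulus – TMR-labelled reporter peptide T*-PRC34 bound in PDZ groove · Times – 1 h at RT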
SR-BI DiI-HDL act = enhances SR-BI lipid uptake from DiI-HDL | activation, % at 12.5 µM | actives 0.096% (n = 320,000) | AID 504775 | CHO ldlA[mSR-BI] cells, DiI-HDL uptake fluorescence, 3 h; 100 = double the neutral-control signal;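 active = mean replicate activation of at least 60% and every replicate at or above 60%; inconclusive = mean or all-replicate condition met, but not both; inactive = mean below 60% and not all replicates reaching 60%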;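 note: 0% = median plate neutral-control signal and 100% = twice that signal; values of inactives mirror those of a sister screen read the other way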
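Material – SR-BI-overexpressing, LDLR-lacking CHO cells · Medium – BSA-supplemented, HEPES-buffered Ham's F12, pH 7.4 · Doses – single concentration · Times – compound with DiI-HDL co-incubation, 3 h at 37 °C · Measured by – bottom-read fluorescence, 550/595 nm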
Rtt109 Vps75 = blocks Candida albicans Rtt109/Vps75 acetyltransferase activity; Q5AAJ8; inhibition, % at 34.9 µM; actives 0.16% (n = 330,000); purified Rtt109/Vps75, ThioGlo CoA-SH fluorescence, 4 h;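 active = inhibition of at least 50% in every replicate; inconclusive = best replicate reaches 50% inhibition but some replicates fall short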
Target sequence (Q5AAJ8 whole entry, looked up): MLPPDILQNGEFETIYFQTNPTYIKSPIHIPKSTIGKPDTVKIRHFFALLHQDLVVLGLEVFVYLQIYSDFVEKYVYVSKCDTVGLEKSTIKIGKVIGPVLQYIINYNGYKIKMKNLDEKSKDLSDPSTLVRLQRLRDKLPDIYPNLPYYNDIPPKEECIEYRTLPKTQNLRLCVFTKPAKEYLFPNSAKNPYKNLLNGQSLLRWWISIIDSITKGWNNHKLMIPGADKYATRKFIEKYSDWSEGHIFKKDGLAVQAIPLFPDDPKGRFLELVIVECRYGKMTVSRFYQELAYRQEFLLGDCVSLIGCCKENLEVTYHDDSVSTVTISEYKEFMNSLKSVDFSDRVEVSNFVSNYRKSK
CAL PDZ FP-2 = inhibitors of human CAL PDZ peptide binding; Q9HD26; AID 602252; purified CAL PDZ, TMR-peptide fluorescence polarization, 1 h; actives 0.92% (n = 300,000); inhibition, % at 24.9 µM;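 active = mean inhibition of at least 30% with at least half of replicates also reaching 30%; inconclusive = no clear call, values can overlap the other calls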;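 note: 0% = DMSO neutral control and 100% = excess unlabeled competitor peptide PRC23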
SR-BI DiI inh = mouse SR-BI HDL lipid transfer inhibition. Q61009. ldlA[mSR-BI] CHO cells, DiI-HDL uptake fluorescence, 3 h. inhibition, % at 12.5 µM. actives 0.96% (n = 320,000);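 active = mean replicate inhibition of at least 70% and a set share of replicates each scoring 70 or more; inconclusive = meets just one of the two criteria; inactive = fails both criteria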;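 note: 0% = median of neutral control wells and 100% = median of positive control wells; values of inactives mirror those of a sister screen read the other way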
NSD2 inh = blocks human histone methyltransferase NSD2 | O96028 | NSD2 peptide methylation, AlphaScreen, 120 min | inhibition, % at 12.5 µM | actives 0.54% (n = 310,000) | AID 743445; in the data active = inhibition above about 50%
PfHsp90 set2 = growth inhibition of yeast expressing Plasmodium Hsp90 | S. cerevisiae expressing PfHsp90, BacTiter-Glo ATP, 48 h; yeast lacking PDR1 and PDR3 efflux regulators | actives 0.32% (n = 310,000) | inhibition, % at 9.4 µM;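 active = every replicate shows inhibition above about 80%, whatever the replicate mean, limit read from the data; inconclusive = mean inhibition reaches the set limit but some replicate falls short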;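 note: 0% = DMSO neutral controls and 100% = 20 µM radicicol positive controls; yeast relying on Plasmodium falciparum Hsp90 in place of its own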
PvdQ inh = blocks Pseudomonas aeruginosa PvdQ acylase activity. purified PvdQ acylase, fluorescence plate reader. inhibition, % at 10 µM. actives 0.063% (n = 340,000). AID 488965; in the data active = inhibition above about 30%, passing the limit was not always enough; inconclusive = no clear call, values can overlap the other calls;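 note: 0% = vehicle neutral wells and 100% = reference inhibitor wells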
dFosB activator = mouse delta FosB homodimer activation; P13346; purified delta FosB, TAMRA-CDK5 oligo fluorescence polarization; percent of positive-control signal above neutral wells; activation, % at 25 µM; actives 0.99% (n = 340,000); AID 493131;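 active = mean activation above about 17%, with every replicate also reaching it, limit read from the data, passing the limit was not always enough; inconclusive = only one of the two conditions met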;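 note: fluorescence polarization rise as delta FosB binds a TAMRA Cdk5 AP-1 oligo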
Target sequence (P13346 whole entry, looked up): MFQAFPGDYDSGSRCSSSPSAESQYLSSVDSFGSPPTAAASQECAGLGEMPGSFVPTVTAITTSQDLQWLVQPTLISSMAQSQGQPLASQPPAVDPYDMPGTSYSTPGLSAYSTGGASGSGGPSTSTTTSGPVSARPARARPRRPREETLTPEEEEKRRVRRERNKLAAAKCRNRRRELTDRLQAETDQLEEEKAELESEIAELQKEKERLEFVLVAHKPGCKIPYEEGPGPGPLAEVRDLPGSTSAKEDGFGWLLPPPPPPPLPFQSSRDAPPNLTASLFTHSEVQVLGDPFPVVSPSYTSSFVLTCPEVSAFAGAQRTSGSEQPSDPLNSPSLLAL
Starred values were filed as active, the others as inactive; ? = inconclusive; . = not tested or not shown. A portion of the library. The share of hits here may be higher or lower than overall.

SMILES	MITF TRPM1 HTS	CAL PDZ FP-1	SR-BI DiI-HDL act	Rtt109 Vps75	CAL PDZ FP-2	SR-BI DiI inh	NSD2 inh	PfHsp90 set2	PvdQ inh	dFosB activator
CCCC[N+]1(C)C2CC(OC(=O)C(CO)c3ccccc3)CC1C1OC12 (centres undefined)	9	0.9	6	-5	3	-6	.	0	-4	3
O=C(CN1CCOCC1)Nc1ccc(Br)cc1C(=O)c1ccccc1	-5	-0.2	14	-1	-5	-14	-1	-18	5	-3
CCN1CCN(Cc2cccnc2)CC1	9	1.0	4	-4	2	-4	-1	8	-17	3
CCN(CC)c1ccc(/C=C2\C(=O)NC(=S)N(C)C2=O)o1	.	-0.7	-2	-8	0	2	2	2	2	-4
NP(=O)(Oc1ccccc1Cl)Oc1ccccc1Cl	-1	-15	4	0	2	-4	-5	35	-5	7
O=C(Cn1ccc2ccccc2c1=O)NCC(=O)N1CCC2(CC1)OCCO2	1	-2.2	.	-7	-3	.	-4	16	-10	-4
Nc1ccc(Cl)c(Cl)c1	-10	-1.2	-2	-3	.	2	-4	17	-13	-13
c1ccc(CN2CCN(Cc3ccc4c(c3)OCCO4)CC2)cc1	-4	-0.5	15	1	-3	-15	-3	2	14	0
Nc1c(C(=O)NCC2CCCO2)c2nc3ccccc3nc2n1Cc1ccco1 (centres undefined)	.	-0.2	-6	5	.	6	-9	-1	-25	-20
COC(=O)C1=C(c2cccc(OCc3ccccc3)c2)C[C@@H]2CC[C@H]1N2C(=O)NCCOc1ccccc1Cl	-2	-0.4	-37	16	6	37	.	24	0	-1
COc1ccccc1CC(=O)N1CCN(CCc2ccccc2)CC1	-5	-1.1	-13	-8	3	13	0	2	0	-8
CC(=O)C1=C(C)OC(N)=C(C(=O)OC(C)C)C12C(=O)Nc1ccccc12 (centres undefined)	-16	0.2	14	1	-5	3	-1	17	-2	-4
Cc1ccc(S(=O)(=O)N2CC3CC(C2)c2cccc(=O)n2C3)cc1 (centres undefined)	3	-2.7	22	-36	-1	-22	0	17	2	-3
Cc1ccccc1NC(=S)NC(NC(=O)CF)C(Cl)(Cl)Cl (centres undefined)	-1	-1.0	1	-2	2	-1	-9	-12	-8	-11
COc1ccc(OC)c(-n2c(O)c(/C=C3\C=Nc4ccccc43)c(=O)[nH]c2=O)c1	-10	0.1	-2	-9	-3	2	8	5	-9	0
Cn1c(NN=O)nc2ccccc21	-41	-0.7	-8	11	-5	8	-5	-7	-2	-6
CN(C)CCN(CC1CCCN(Cc2ccccc2F)C1)C(=O)Cc1ccc(F)c(F)c1 (centres undefined)	.	-0.6	17	2	-2	-17	8	-6	-9	6
BrCC(Br)C1CCC(Br)C(Br)C1 (centres undefined)	9	-0.9	-22	7	-4	22	.	.	2	3
C=CCN1C(=O)NC(=O)C(CCc2ccncc2)(CCc2ccncc2)C1=O	0	0.4	21	-1	-4	-21	18	11	-30	-14
O=C(NCc1ccccn1)c1ccccc1Cl	-3	-2.5	22	-5	.	-22	-1	0	-8	4
CCC(CC)NC1CCCCC1OC (centres undefined)	-3	-1.0	20	-2	-11	-20	-2	22	-4	-8
CCCCC(=O)N/N=C/c1c(O)n(-c2cccc3ccccc23)c(=O)[nH]c1=O	-8	-0.1	10	3	5	-10	0	17	-13	-7
Cc1ccc[n+](CC(O)Cn2c3ccccc3c3ccccc32)c1 (centres undefined)	2	0.1	7	12	-1	-7	-4	-12	12	-2
Cc1cc(C=C2C(=O)N(C)C(=S)N(C)C2=O)c(C)n1C1CCCCC1	7	-1.3	-5	39	-1	5	32	17	-8	-18
Nc1ccncc1Cl	.	-0.6	22	-9	.	-22	-7	-4	11	-5

(listing goes on)
SMILES	MITF TRPM1 HTS	CAL PDZ FP-1	SR-BI DiI-HDL act	Rtt109 Vps75	CAL PDZ FP-2	SR-BI DiI inh	NSD2 inh	PfHsp90 set2	PvdQ inh	dFosB activator
Cc1ccc2c(C)c3ccc4ccccc4c3c[n+]2c1	-67	-2.4	5	-4	38*	-5	11	?	-10	-56
Cc1ccc(-n2c(C)cc(/C=C3/C(=O)NC(=O)N(C)C3=O)c2C)cc1	6	-1.2	8	4	-3	2	-1	-1	-6	-7
COC(=O)C1=C(c2cccc(C#N)c2)C[C@@H]2CC[C@H]1N2C(=O)N1CCOCC1	5	-0.2	9	8	-3	-9	.	6	-3	-2
COc1cc(C)c(CN2CCN(c3ccccc3)CC2)cc1C	5	0.0	-5	-3	-1	5	5	.	3	2
Cn1c(O)c(C(=N)COc2cccc(Cl)c2)c(=O)n(C)c1=O	.	-0.2	-12	-7	-4	12	-2	20	-2	0
CN1C[C@H](CNC(=O)OCc2ccccc2)C[C@@H]2c3cccc4c3c(cn4C)C[C@H]21	4	1.3	-2	17	-5	25	.	-10	2	-6
CC(Cc1ccccc1)NC(=O)/C=C/c1ccc(Cl)cc1 (centres undefined)	31	-2.7	-2	10	-6	2	-3	23	-4	-8
CCOC(=O)c1ccc(N=C(C)c2c(O)[nH]c(=O)[nH]c2=O)cc1	.	-1.9	15	4	-1	-15	-2	1	-7	-4
O=c1[nH]c(O)c(C=Nc2ccccc2Oc2ccccc2)c(=O)[nH]1	.	-0.2	9	-1	.	-9	1	3	-16	-8
O=c1c2ccccc2nc(-c2ccco2)n1-c1nccs1	-8	.	-26	-1	-2	26	-1	5	-13	8
CN(CC=CCN(C)P(=S)(N1CC1)N1CC1)P(=S)(N1CC1)N1CC1	2	-1.0	2	1	34*	-2	3	22	-14	-3
CCC1C(C#N)=C(N)Oc2c1c(=O)oc1ccccc21 (centres undefined)	-16	-1.3	4	4	-4	-4	1	-1	-3	10
COC(=O)C1=C(c2ccc(OC(F)(F)F)cc2)C[C@@H]2CC[C@H]1N2C(=O)NCc1cccc2ccccc12	1	-0.3	-1	-3	26	1	.	3	-4	-6
CC(C)Oc1cccc(C(=O)C2CCCN(Cc3ccon3)C2)c1 (centres undefined)	-2	-0.7	0	0	65*	0	0	6	-13	-11
C=CCNC(=S)/N=C/c1c(O)[nH]c(=O)[nH]c1=O	-12	-1.3	12	11	1	-12	2	1	1	3
CCCC(C)C1(CC)C(=O)NC(=Nc2ccccc2)NC1=O (centres undefined)	.	.	17	4	-3	-17	8	.	-2	-3
O=P(Nc1c(Cl)cccc1Cl)(c1ccccc1)c1nc2c(s1)CCCC2 (centres undefined)	5	-0.4	9	8	-4	-9	0	-16	-2	-12
CC(C)Oc1ccc(CCN)cc1Cl	9	-3.4	-56	-11	-2	56	-1	24	-14	-5
CN1CCCN(C(=O)COc2cccc(C(F)(F)F)c2)CC1	-2	0.0	1	4	2	-1	26	23	-3	-5
CCNc1cc(N2CCN(C)CC2)ccc1[N+](=O)[O-]	2	-0.6	10	-19	4	-10	13	.	-9	7
CC(=O)OC1C(=O)OCC23CCC4(C)OC4C2OC2CC(OC(=O)C=CC=CC(=O)OCCC1C)C3(C)C21CO1 (centres undefined)	-82	-0.4	-4	0	-6	4	-2	131*	-15	-12
CN(C)c1ccc2c(c1)N=C(c1ccco1)OP2(=S)N1CCOCC1 (centres undefined)	31	-1.6	-8	8	0	8	4	19	-12	1
C[C@]12CCC(=O)C=C1CC[C@@H]1[C@@H]2C(=O)C[C@]2(C)C(=O)CC[C@@H]12	7	0.2	17	6	3	8	.	-1	-11	-2
COc1ccc(-c2nn(CCC#N)cc2C(=O)Nc2ccccc2Br)cc1	.	-0.7	-11	4	-7	11	1	-3	-15	-3
O=Cc1cn(Cc2ccc([N+](=O)[O-])cc2)c2ccccc12	-4	-2.5	0	-12	-2	0	-1	-3	-5	3
O=C(/C=C/c1ccc(Cl)cc1)NC(=S)N1C[C@H]2C[C@H](C1)c1cccc(=O)n1C2	-13	-0.4	-6	-4	-1	6	.	-37	2	-6
Cc1c(N=Nc2c(O)n(Cc3ccccc3)c(=O)[nH]c2=O)c(=O)n(-c2ccccc2)n1C	13	-2.1	1	10	.	-1	-4	12	15	-6
COC(=O)CCCCC1SCC(NC(=O)c2ccccc2)C1Cl (centres undefined)	-7	-0.2	10	-1	.	-10	-6	-2	7	-5
COc1ccccc1CN1CCN(C(=O)COc2ccc3ccccc3c2)CC1	2	0.5	-5	-2	-1	5	6	-21	-8	-4
O=C1NC(=O)N(Cc2ccc(F)cc2)C(=O)/C1=C\c1ccoc1	.	-1.1	16	11	-9	-16	10	-23	0	-15

12 of the compounds above, with values under each structure.
Values run as follows: MITF TRPM1 HTS	CAL PDZ FP-1	SR-BI DiI-HDL act	Rtt109 Vps75	CAL PDZ FP-2	SR-BI DiI inh	NSD2 inh	PfHsp90 set2	PvdQ inh	dFosB activator
Cc1ccc2c(C)c3ccc4ccccc4c3c[n+]2c1
  -67	-2.4	5	-4	38*	-5	11	?	-10	-56
Cc1ccc(-n2c(C)cc(/C=C3/C(=O)NC(=O)N(C)C3=O)c2C)cc1
  6	-1.2	8	4	-3	2	-1	-1	-6	-7
COC(=O)C1=C(c2cccc(C#N)c2)C[C@@H]2CC[C@H]1N2C(=O)N1CCOCC1
  5	-0.2	9	8	-3	-9	.	6	-3	-2
COc1cc(C)c(CN2CCN(c3ccccc3)CC2)cc1C
  5	0.0	-5	-3	-1	5	5	.	3	2
Cn1c(O)c(C(=N)COc2cccc(Cl)c2)c(=O)n(C)c1=O
  .	-0.2	-12	-7	-4	12	-2	20	-2	0
CN1C[C@H](CNC(=O)OCc2ccccc2)C[C@@H]2c3cccc4c3c(cn4C)C[C@H]21
  4	1.3	-2	17	-5	25	.	-10	2	-6
CC(Cc1ccccc1)NC(=O)/C=C/c1ccc(Cl)cc1 (centres undefined)
  31	-2.7	-2	10	-6	2	-3	23	-4	-8
CCOC(=O)c1ccc(N=C(C)c2c(O)[nH]c(=O)[nH]c2=O)cc1
  .	-1.9	15	4	-1	-15	-2	1	-7	-4
O=c1[nH]c(O)c(C=Nc2ccccc2Oc2ccccc2)c(=O)[nH]1
  .	-0.2	9	-1	.	-9	1	3	-16	-8
O=c1c2ccccc2nc(-c2ccco2)n1-c1nccs1
  -8	.	-26	-1	-2	26	-1	5	-13	8
CN(CC=CCN(C)P(=S)(N1CC1)N1CC1)P(=S)(N1CC1)N1CC1
  2	-1.0	2	1	34*	-2	3	22	-14	-3
CCC1C(C#N)=C(N)Oc2c1c(=O)oc1ccccc21 (centres undefined)
  -16	-1.3	4	4	-4	-4	1	-1	-3	10
